Screening data from PubChem BioAssay.
cardiac RTF act = cardiac RTF calcium sensitization; P19429+P45379; IANBD-labeled TnC RTF fluorescence at EC20 calcium; 0% EC20 calcium, 100% full calcium; activation, % at 7.2 µM; hit rate 0.24% among 340,000; AID 493008;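 active means activation above the mean over all tested compounds plus 3 SD, cut at about 30% in these data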;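 further: rise in fluorescence read as greater calcium sensitivity of cardiac thin filaments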
CDK5 p35 inh = blocks human CDK5/p35 kinase activity. inhibition, % at 10 µM. Q00535+Q15078. AID 488839. hit rate 0.01% among 330,000. Recombinant CDK5/p35, ADP-Glo luminescence, 60 min;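 active means highest replicate inhibition of at least 50% and at least 75% of replicates reaching 50%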;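 further: plate controls were DMSO neutral control for no effect and GW8510 at 10 µM for full effect; many of its hits are not listed in these tables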
Target sequence (Q00535 whole entry, looked up): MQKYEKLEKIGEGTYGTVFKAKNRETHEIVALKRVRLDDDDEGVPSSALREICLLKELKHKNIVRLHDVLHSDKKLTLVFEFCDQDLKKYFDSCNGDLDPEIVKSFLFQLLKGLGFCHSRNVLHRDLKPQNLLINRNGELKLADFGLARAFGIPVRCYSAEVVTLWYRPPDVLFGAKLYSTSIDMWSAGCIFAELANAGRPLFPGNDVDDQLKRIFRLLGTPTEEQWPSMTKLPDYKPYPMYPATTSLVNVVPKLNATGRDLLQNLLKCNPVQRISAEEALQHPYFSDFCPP
Target sequence (Q15078 whole entry, looked up): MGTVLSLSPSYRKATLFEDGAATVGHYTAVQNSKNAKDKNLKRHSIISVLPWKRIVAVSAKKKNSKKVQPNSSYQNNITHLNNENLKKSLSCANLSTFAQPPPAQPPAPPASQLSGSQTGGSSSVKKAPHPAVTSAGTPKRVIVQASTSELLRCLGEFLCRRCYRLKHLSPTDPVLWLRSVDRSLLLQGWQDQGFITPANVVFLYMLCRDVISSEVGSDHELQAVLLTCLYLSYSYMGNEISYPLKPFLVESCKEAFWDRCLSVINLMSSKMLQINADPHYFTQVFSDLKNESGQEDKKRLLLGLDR
dFosB activator = enhances mouse delta FosB homodimer DNA binding. purified delta FosB, TAMRA-CDK5 oligo fluorescence polarization; percent of positive-control signal above neutral wells. activation, % at 25 µM. hit rate 0.99% among 340,000. AID 493131;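 active means mean activation above about 17%, with every replicate also reaching it, limit read from the data, passing the limit was not always enough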;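 further: fluorescence polarization rise as delta FosB binds a TAMRA Cdk5 AP-1 oligo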
SUMO Mot1 rescue = blocks SUMOylation pathway, rescuing yeast Mot1-301 growth; S. cerevisiae Mot1-301 growth rescue, ATP luminescence, 38.5C; percent above DMSO median, 100 means doubled; AID 2716; growth rescue, % at 18.8 µM; hit rate 1% among 320,000;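 active means every valid replicate shows activation above 250% relative to neutral control wells; inactive means the rest, any valid replicate at or below 250%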;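 further: OY570 slx delta 5 strain wells were the positive control but not used for scaling; some compounds called inactive have numbers as strong as hits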
Keap1 Nrf2 FP = inhibitors of human Keap1-Nrf2 protein-protein interaction | Q14145 | Keap1 Kelch-Nrf2 peptide fluorescence polarization, 1536-well | inhibition, % at 9.4 µM | hit rate 0.15% among 340,000; in the data active means inhibition above about 12%;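 further: human Keap1 Kelch domain with fluorescein labeled Nrf2 9mer peptide probe; 0% = neutral control wells and 100% = peptide positive control; higher means more block of Keap1 binding to Nrf2 peptide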
Cardiac RTF inh = cardiac RTF calcium desensitization | P19429+P45379 | IANBD-labeled cardiac RTF, Ca2+ fluorescence | inhibition, % at 7.15 µM | hit rate 0.12% among 340,000 | AID 493244;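 active means inhibition above the mean inhibition of all tested compounds plus 3 SD, cut at about 17% in these data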;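 further: assay run at fixed EC70 calcium of 1.6 mM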
Rtt109 Vps75 = inhibitors of Candida albicans Rtt109/Vps75 histone acetyltransferase; inhibition, % at 34.9 µM; Q5AAJ8; purified Rtt109/Vps75, ThioGlo CoA-SH fluorescence, 4 h; hit rate 0.16% among 330,000;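 active means inhibition of at least 50% in every replicate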
Target sequence (Q5AAJ8 whole entry, looked up): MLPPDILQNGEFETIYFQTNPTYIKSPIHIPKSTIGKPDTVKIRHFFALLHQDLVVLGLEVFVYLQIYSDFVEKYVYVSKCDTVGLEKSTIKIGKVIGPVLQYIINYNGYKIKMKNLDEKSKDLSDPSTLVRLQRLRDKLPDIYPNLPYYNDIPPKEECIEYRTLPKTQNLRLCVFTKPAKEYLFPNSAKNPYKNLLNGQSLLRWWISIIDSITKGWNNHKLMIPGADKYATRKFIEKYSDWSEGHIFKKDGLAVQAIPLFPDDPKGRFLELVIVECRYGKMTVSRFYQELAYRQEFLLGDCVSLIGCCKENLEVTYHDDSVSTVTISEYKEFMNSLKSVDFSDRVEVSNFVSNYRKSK
C-LANA FP = KSHV C-LANA DNA binding inhibition | MBP-C-LANA/FAM-LBS DNA binding, fluorescence polarization | inhibition, % at 9 µM | hit rate 0.078% among 340,000;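 active means highest replicate inhibition at or above 60% at 9 µM, even if other replicates fall short; inactive means all replicates below 60% inhibition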;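 further: 0% = neutral control wells and 100% = 4 µM acridine orange control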
NSD2 HMT inh = blocks human histone methyltransferase NSD2; NSD2 peptide methylation, AlphaScreen, 120 min; inhibition, % at 12.5 µM; hit rate 0.54% among 310,000; AID 743445; in the data active means inhibition above about 50%
PvdQ acylase = blocks Pseudomonas aeruginosa PvdQ acylase activity; purified PvdQ acylase, fluorescence plate reader; inhibition, % at 10 µM; hit rate 0.063% among 340,000; AID 488965; in the data active means inhibition above about 30%, passing the limit was not always enough;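 further: 0% = vehicle neutral wells and 100% = reference inhibitor wells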
PfHsp90 yeast 2 = inhibits growth of yeast expressing Plasmodium falciparum Hsp90. S. cerevisiae expressing PfHsp90, BacTiter-Glo ATP, 48 h; yeast lacking PDR1 and PDR3 efflux regulators. inhibition, % at 9.4 µM. hit rate 0.32% among 310,000. AID 504621;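 active means every replicate shows inhibition above about 80%, whatever the replicate mean, limit read from the data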;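 further: 0% = DMSO neutral controls and 100% = 20 µM radicicol positive controls; yeast relying on Plasmodium falciparum Hsp90 in place of its own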
An asterisk follows results filed as active; / = no result given.

SMILES	cardiac RTF act	CDK5 p35 inh	dFosB activator	SUMO Mot1 rescue	Keap1 Nrf2 FP	Cardiac RTF inh	Rtt109 Vps75	C-LANA FP	NSD2 HMT inh	PvdQ acylase	PfHsp90 yeast 2
CCc1nccn1C(=O)c1cnn2c(C(F)F)cc(-c3ccc(C)cc3)nc12	0	2.4	-25	132	-6	-3	0	-1.8	-3	0	-10
COc1ccccc1C(=O)Nc1c2c(nn1-c1cccc(C)c1C)CS(=O)C2 (centres undefined)	11	-0.6	-10	-6	-11	9	8	0.0	1	-10	-1
O=C(Nc1ncc2c(n1)-c1ccccc1CC2)c1cccc(Cl)c1	-3	4.9	-8	23	-9	5	10	-0.1	10	9	-3
C=CCSc1nnc(-c2cnn(-c3ccccc3)c2-n2cccc2)n1C	-16	0.6	-7	3	0	-2	10	-1.8	5	14	-21
CC1CCCC(C)N1C(=O)COC(=O)Cn1cnc2c1c(=O)n(C)c(=O)n2C (centres undefined)	-2	1.0	1	-9	1	-4	2	-0.7	-2	-9	/
O=C(CCC1CCCCC1)Nc1cccc(C(=O)Nc2ccc(C(=O)O)cc2)c1	-1	1.4	5	4	4	-3	5	0.5	1	0	0
Cc1ccccc1OCC(=O)NC(C)c1ccccc1 (centres undefined)	0	0.6	-6	23	0	-6	12	2.8	-1	-14	18
O=C(COc1coc(CN2CCN(c3ccc(F)cc3)CC2)cc1=O)NC1CCCC1	0	1.4	0	297*	2	-1	-11	-0.1	/	0	-9
CC(=O)NCCC1CCN(c2nc3nonc3nc2N(C)Cc2ccccc2)CC1	5	0.4	-15	-5	0	-9	0	-0.5	0	1	14
CCOc1nc(-c2ccc(Cl)cc2)nc2ccccc12	1	-1.0	-6	-4	2	-6	-2	-0.7	-5	-8	26
COc1ccc(C2CC(=O)Oc3ccc(C(C)(C)C)cc32)cc1 (centres undefined)	-5	0.2	-7	-10	0	6	-2	-0.8	/	2	-15
CSc1cccc(NC(=O)C(C)Sc2ccc(C)cc2)c1 (centres undefined)	-2	1.2	3	-4	0	-6	-1	-0.6	-3	0	/
COc1ccc(S(=O)(=O)Nc2c3ccccc3nc(=O)n2-c2ccccc2)cc1	-5	0.2	0	2	-3	3	6	-2.2	-4	-4	8
COc1ccc(NC(=O)CSc2n[nH]c(-c3ccncc3)n2)cc1Cl	-7	1.4	-1	-3	-2	-2	6	-2.7	0	9	/
COc1cccc(OCC(O)CN2CCN(C)CC2)c1 (centres undefined)	2	1.4	5	2	-5	3	1	1.2	1	-10	-9
N=c1c(C(=O)NC2CCCCC2)cc2c(=O)n3ccccc3nc2n1Cc1ccco1	5	0.3	-2	90	2	-8	-16	4.9	-2	7	-14
O=C(Nc1cccc(S(=O)(=O)Nc2ccccc2F)c1)c1ccco1	-3	0.7	-4	11	5	2	-2	-2.2	1	-8	23
O=S1(=O)N=C(Oc2ccccc2)c2ccccc21	-4	0.5	2	-7	-2	4	-5	1.4	1	-1	13
COc1ccc(OCc2n(CC(=O)OC3CC(C)CCC3C(C)C)c3ccccc3[n+]2C)cc1 (centres undefined)	-1	2.5	3	5	4	1	3	-3.1	21	9	-12
COc1nccc(C(F)(F)F)c1C(=O)Nc1ccc(Cl)cc1	-3	0.1	-3	-10	-2	-3	-4	-0.7	-2	3	/
COc1cccc(NC(=S)N2CCN(S(C)(=O)=O)CC2)c1	-3	-1.1	-6	-17	-2	-1	-3	0.2	-1	-12	-11
S=C(NCc1ccccn1)Nc1ccc(Br)cc1Cl	-1	0.0	-6	7	-2	-1	0	0.3	-1	-4	3
CC(=O)Nc1nc(-c2ccc3c(c2)OCO3)cs1	-2	1.0	-3	13	0	-3	2	-1.2	/	3	16
CCOc1ccccc1NC(=O)CCn1ccnc1	-2	2.4	2	-4	-1	-9	-23	0.3	-5	-12	8
Cc1ccc(OCCNc2ccc(C(F)(F)F)cc2[N+](=O)[O-])cc1	11	-2.6	-1	3	-5	-19	-14	6.4	-1	4	-38

Not a retest: 3 of the compounds above.
SMILES	cardiac RTF act	CDK5 p35 inh	dFosB activator	SUMO Mot1 rescue	Keap1 Nrf2 FP	Cardiac RTF inh	Rtt109 Vps75	C-LANA FP	NSD2 HMT inh	PvdQ acylase	PfHsp90 yeast 2
O=S1(=O)N=C(Oc2ccccc2)c2ccccc21	-4	0.5	2	-7	-2	4	-5	1.4	1	-1	13
COc1ccc(OCc2n(CC(=O)OC3CC(C)CCC3C(C)C)c3ccccc3[n+]2C)cc1 (centres undefined)	-1	2.5	3	5	4	1	3	-3.1	21	9	-12
COc1nccc(C(F)(F)F)c1C(=O)Nc1ccc(Cl)cc1	-3	0.1	-3	-10	-2	-3	-4	-0.7	-2	3	/

Other compounds:
SMILES	cardiac RTF act	CDK5 p35 inh	dFosB activator	SUMO Mot1 rescue	Keap1 Nrf2 FP	Cardiac RTF inh	Rtt109 Vps75	C-LANA FP	NSD2 HMT inh	PvdQ acylase	PfHsp90 yeast 2
CCS(=O)(=O)N1CCN=C1SCc1ccccc1	-6	-0.5	-3	-3	-2	0	6	-2.7	-10	-3	-9
COc1cccc(-c2c(C(=O)N/N=C/c3ccco3)nnn2-c2nonc2N)c1	-4	2.4	-2	-12	-3	1	-10	-0.2	2	-5	-1
CCCC(=O)Nc1c2c(nc3ccccc13)N(c1ccccc1)CC2	-5	0.1	8	4	-2	12	-51	1.2	/	1	/
CC(NC(=O)/C(C#N)=C/c1cn(-c2ccccc2)nc1-c1ccc(F)cc1)c1ccccc1 (centres undefined)	-1	-0.5	-2	14	-1	-1	1	2.5	-2	4	11
CN(C)c1ccc(P(=O)(OCc2ccccc2)C(O)c2ccncc2)cc1 (centres undefined)	-1	-0.4	1	-16	5	-2	7	-1.2	21	5	8
Cc1[nH]c(=O)[nH]c(=O)c1CSc1nnc([C@@H](NC(=O)OC(C)(C)C)C(C)C)o1	-2	-1.7	9	12	-1	-3	13	0.8	-2	-3	8
O=C(Cn1nnc2ccccc2c1=O)N[C@@H](Cc1ccccc1)C(=O)O	1	1.3	-3	-21	-3	8	5	2.2	-1	2	-29
COc1cccc(N/C(SCc2cccc([N+](=O)[O-])c2)=C(/C#N)C(N)=O)c1	2	0.5	4	7	-8	8	23	-0.2	-2	-4	9
O=C(NCCNC(=O)c1cnccn1)c1cccc(Cl)c1	-1	-0.3	-3	177	-9	-28	-2	1.0	-3	-11	14
O=C(Nc1ccccc1O)c1cccc(S(=O)(=O)N2CCOCC2)c1	-2	-0.2	-9	4	0	-1	-1	0.1	-1	-11	3
O=C(NC1CCCC1)C(=O)N(Cc1cccnc1)C(C(=O)NC1CCCC1)c1ccco1 (centres undefined)	1	-1.0	-13	8	-2	-10	-4	-1.7	17	-7	-2
CN1CCC(OC(=O)c2cccc(Br)c2)CC1	3	-2.7	-7	-4	-6	-5	-6	0.2	8	-9	31
Nc1nc(SCC(=O)N2CCCc3ccccc32)n[nH]1	-2	3.2	3	-3	-6	-3	3	-0.9	0	9	0
CCCNC(=O)CC(NS(=O)(=O)c1ccc(NC(C)=O)cc1)C(C)C (centres undefined)	-4	-0.2	-10	22	-8	-5	-5	-5.2	/	-4	-6
Cc1ccc(-n2nc(C)c3c2OC(N)=C(C#N)C3c2cccs2)cc1 (centres undefined)	5	1.6	4	2	-6	6	-2	-1.3	1	-11	14
Cc1cccc(C)c1NC(=O)CN(C)CC(=O)N1CC(=O)Nc2ccccc21	3	-3.0	-9	13	0	-2	-2	-1.5	1	-11	/
COc1cc(/C=N\NC(=O)c2cccnc2)ccc1OC(=O)c1ccccc1Cl	-4	1.1	-4	4	-4	-4	-7	-1.0	0	-14	-31
Cc1ccc(NC(c2ccccc2)c2nc3ccccc3[nH]c2=O)cc1 (centres undefined)	-1	-2.4	-6	/	-9	-7	-8	-1.2	-5	-11	-19
COc1ccc(CCNC(=O)C23CCC(C)(C(=O)C2=O)C3(C)C)cc1OC (centres undefined)	6	1.3	6	-7	0	4	9	-0.7	-4	-4	-13
O=C(CCNC(=O)c1ccc([N+](=O)[O-])cc1)Nc1ccccc1N1CCOCC1	7	0.4	-7	-2	-1	-19	1	0.7	-1	-9	-2
COc1ccc(C(=O)C[n+]2cc(Br)cc3ccccc32)cc1[N+](=O)[O-]	-3	0.8	-5	1	2	-17	0	-0.3	6	5	3
COc1ccc(/C(O)=C2/C(=O)C(=O)N(CCCN3CCOCC3)C2c2ccc(N(C)C)cc2)cc1 (centres undefined)	-5	-0.4	3	7	-5	4	1	-0.9	-1	3	2
Clc1cccc(CN2CCCCCC2)c1	7	-0.6	6	25	-7	-5	0	-0.9	1	-8	-31
Cn1cc(/C=N/n2cnc3sc4c(c3c2=O)CCCC4)c2ccccc21	-3	1.8	3	293	1	-1	-2	-0.6	-4	-3	/
CC(C)c1ccccc1-n1cc[nH]c1=S	0	1.4	-4	79	-4	7	1	1.6	1	5	/
COc1ccccc1N1CCN(/N=C/c2cccc(OC)c2O)CC1	-2	-5.1	-7	15	-6	-7	2	-1.2	5	-24	1
Cn1c(=O)[nH]c(=O)c2c1nc(SCC(O)CO)n2CCCc1ccccc1 (centres undefined)	0	-1.3	-11	78	-2	-9	5	3.4	-1	-12	-15
CC(=O)CCc1ccc(OCCCCn2cncn2)cc1	-2	2.0	1	301	-1	4	6	0.8	-1	6	22
Cc1nc(NC(=O)C2CCCCC2)sc1C	-3	-1.1	-4	-5	0	-8	9	-0.1	15	6	-9
O=c1oc(-c2cccs2)nc2ccc(Cl)cc12	-3	0.7	-13	-1	-1	7	-3	0.2	-3	3	/

SUMO Mot1 rescue: hit marks shown above.
Structure | CDK5 p35 inh | dFosB activator | SUMO Mot1 rescue | Keap1 Nrf2 FP | Rtt109 Vps75 | C-LANA FP | NSD2 HMT inh | PvdQ acylase | PfHsp90 yeast 2
O=C(COc1coc(CN2CCN(c3ccc(F)cc3)CC2)cc1=O)NC1CCCC1 | 1.4 | 0 | 297* | 2 | -11 | -0.1 | / | 0 | -9

Reformatted field by field: 3 of the compounds above
O=C(CCNC(=O)c1ccc([N+](=O)[O-])cc1)Nc1ccccc1N1CCOCC1
  cardiac RTF act: 7 | CDK5 p35 inh: 0.4 | dFosB activator: -7 | SUMO Mot1 rescue: -2 | Keap1 Nrf2 FP: -1 | Cardiac RTF inh: -19 | Rtt109 Vps75: 1 | C-LANA FP: 0.7 | NSD2 HMT inh: -1 | PvdQ acylase: -9 | PfHsp90 yeast 2: -2

COc1ccc(C(=O)C[n+]2cc(Br)cc3ccccc32)cc1[N+](=O)[O-]
  cardiac RTF act: -3 | CDK5 p35 inh: 0.8 | dFosB activator: -5 | SUMO Mot1 rescue: 1 | Keap1 Nrf2 FP: 2 | Cardiac RTF inh: -17 | Rtt109 Vps75: 0 | C-LANA FP: -0.3 | NSD2 HMT inh: 6 | PvdQ acylase: 5 | PfHsp90 yeast 2: 3

COc1ccc(/C(O)=C2/C(=O)C(=O)N(CCCN3CCOCC3)C2c2ccc(N(C)C)cc2)cc1 (centres undefined)
  cardiac RTF act: -5 | CDK5 p35 inh: -0.4 | dFosB activator: 3 | SUMO Mot1 rescue: 7 | Keap1 Nrf2 FP: -5 | Cardiac RTF inh: 4 | Rtt109 Vps75: 1 | C-LANA FP: -0.9 | NSD2 HMT inh: -1 | PvdQ acylase: 3 | PfHsp90 yeast 2: 2
